Source: PubChem BioAssay
PglD inh = PglD (C. jejuni) enzyme inhibition | purified PglD enzyme, DTNB colorimetric CoA detection | inhibition, % at 12.5 µM | 360,000 tested, 0.098% active | AID 602405; in the data active means inhibition above about 16%, passing the limit was not always enough; further: strong numbers were not always called active
RAD54 branch = inhibitors of human RAD54 branch migration | RAD54 Holliday junction branch migration, FAM/BHQ fluorescence | inhibition, % at 10.4 µM | 360,000 tested, 0.14% active | AID 602329;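 active means mean normalized replicate activity at least 40 and at least half of replicates scoring 40 or more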;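 further: 0% = median of neutral control wells and 100% = median of positive control wells; inhibitors cause a drop in the FAM fluorescence signal; in these data hits start at about 50%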
ERp5 block = inhibitors of human ERp5; 350,000 tested, 0.05% active; ERp5 insulin aggregation, absorbance 650 nm, 90 min; inhibition, % at 9.99 µM;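 active means mean replicate inhibition above about 25%, with every replicate also reaching it, limit read from the data, passing the limit was not always enough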
Target sequence (Q15084 whole entry, looked up): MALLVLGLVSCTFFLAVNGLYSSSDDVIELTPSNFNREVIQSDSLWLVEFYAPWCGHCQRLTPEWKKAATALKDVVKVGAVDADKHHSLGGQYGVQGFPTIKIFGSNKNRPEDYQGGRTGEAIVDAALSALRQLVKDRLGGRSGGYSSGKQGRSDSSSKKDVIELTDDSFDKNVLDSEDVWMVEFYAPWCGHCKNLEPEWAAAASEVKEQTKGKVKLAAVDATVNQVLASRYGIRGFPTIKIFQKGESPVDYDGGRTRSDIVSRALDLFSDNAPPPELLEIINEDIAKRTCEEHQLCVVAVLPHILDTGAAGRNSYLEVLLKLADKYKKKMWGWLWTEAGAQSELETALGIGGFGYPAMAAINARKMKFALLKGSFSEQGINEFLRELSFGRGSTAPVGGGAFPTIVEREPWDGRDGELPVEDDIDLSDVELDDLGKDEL
ARNT-TACC3 inh = disrupts binding between human ARNT and TACC3. AlphaScreen His-ARNT PAS-B/GST-TACC3 binding, luminescence; TACC3 fragment carries E629A point mutation. Q9Y6A5. inhibition, % at 9.99 µM. AID 623870. 390,000 tested, 0.66% active;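 active means mean inhibition of replicates at least 50% and at least half of replicates each reaching 50%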;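 further: 0% = complete ARNT plus TACC3 wells and 100% = ARNT alone without TACC3; many hits fall short of the cut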
RAD52 anneal inh = blocks human RAD52 DNA annealing | inhibition, % at 18.7 µM | P43351 | 360,000 tested, 0.46% active | recombinant RAD52 DNA annealing, FRET fluorescence | AID 651710;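 active means every replicate showing at least 50% inhibition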
E-selectin induc = induces E-selectin expression in human endothelial cells; HUVEC E-selectin immunofluorescence imaging; normalized: neutral wells 0, TNF-alpha wells 100; activation, % at 7.58 µM; 260,000 tested, 0.37% active; AID 686992;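 active means mean E-selectin-positive cell signal at least 10% of the positive control, reached in at least 60% of replicates, without over 20% cell loss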;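 further: in these data hits start at about 27%; measured in HUVEC primary endothelial cells; signal is the percent of cells scored E-selectin positive by PE staining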
Target sequence (P16581 whole entry, looked up): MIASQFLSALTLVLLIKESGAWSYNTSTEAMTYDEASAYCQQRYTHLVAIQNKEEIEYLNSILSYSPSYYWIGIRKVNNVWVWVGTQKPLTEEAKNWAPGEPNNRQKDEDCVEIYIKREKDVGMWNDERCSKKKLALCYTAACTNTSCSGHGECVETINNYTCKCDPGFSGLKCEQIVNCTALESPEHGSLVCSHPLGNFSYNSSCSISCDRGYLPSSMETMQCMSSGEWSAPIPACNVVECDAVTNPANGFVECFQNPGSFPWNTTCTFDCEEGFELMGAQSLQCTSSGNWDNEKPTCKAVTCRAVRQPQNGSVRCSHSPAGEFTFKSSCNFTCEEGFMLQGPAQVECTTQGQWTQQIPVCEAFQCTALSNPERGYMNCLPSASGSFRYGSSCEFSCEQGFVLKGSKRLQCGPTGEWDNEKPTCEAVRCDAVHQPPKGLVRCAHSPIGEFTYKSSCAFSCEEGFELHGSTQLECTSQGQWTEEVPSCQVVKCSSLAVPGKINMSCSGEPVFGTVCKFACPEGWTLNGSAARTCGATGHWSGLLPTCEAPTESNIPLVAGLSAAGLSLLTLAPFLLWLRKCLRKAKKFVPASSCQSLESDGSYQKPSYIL
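System: HUVEC, human umbilical vein endothelial cells; quantity: 3,000 cells/well; buffer or medium: EGM-2 medium, gelatin-coated wells; dosing: single-point compound dose; detection: immunofluorescence imaging; evaluation: % PE-positive cells; benchmarks: TNF-alpha, DMSO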
CASP6 VEID inh = caspase-6 (human) enzyme inhibition; P55212; purified caspase-6, Z-VEID-R110 cleavage fluorescence; inhibition, % at 12.5 µM; 350,000 tested, 0.53% active; AID 686996;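 active means mean inhibition across replicates at least about 35%, with every replicate also reaching that limit, limit read from the data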;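 further: 0% = median of neutral control wells and 100% = no fluorescence left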
esBAF inh = inhibitors of esBAF chromatin remodeling in mouse ES cells | Bmi1-luciferase knock-in reporter, 24 h; 100% = twice the neutral-well signal | reporter increase, % at 12.5 µM | 350,000 tested, 2% active | AID 602393; in the data active means activation above about 40%;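 further: 0% = median of the plate's neutral control wells and 100% = double that signal; a rise in the Bmi1 reporter signal indicates esBAF inhibition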
* hit, by the source's call; . = not tested or not shown; & = joins results of further samples.

cpd | compound | ARNT-TACC3 inh | E-selectin induc | RAD54 branch | PglD inh | esBAF inh | RAD52 anneal inh | CASP6 VEID inh | ERp5 block
1 | CCCNC(=O)[C@@]1(C)c2ccccc2C(=O)N(Cc2ccccc2)[C@H]1c1ccc(CO)cc1 | -3.9 | . | -10.2 | 1.0 | . | 4.9 | 1.6 | 0.6
2 | COn1c(=O)c(-c2ccc(F)cc2)[n+]([O-])c2ccccc21 | -2.6 | 0.0 | -4.5 | 8.0 | -7.0 | -18.7 | 1.0 | 1.0
3 | CCOc1ccc(N(C(C)C(=O)NC2CCCCCC2)S(C)(=O)=O)cc1 (centres undefined) | -0.8 | . | 0.5 | 1.8 | 6.1 | . | . | .
4 | CCOC(=O)C1CCN(CCCSc2ccc(Cl)cc2)CC1 | -3.1 | . | -9.2 | -3.0 | -3.6 | -3.6 | -1.9 | -5.7
5 | CC1CCCN(C(=O)CSc2nnc3n(C4CCCC4)c(=O)c4ccccc4n23)C1 (centres undefined) | -1.5 | . | -11.0 | -3.2 | -0.6 | . | . | .
6 | Cc1ccc2oc(C(=O)N(CCO)Cc3ccccc3)c(C)c2c1 | -3.1 | 0.1 | -8.4 | -4.8 | 3.1 | -5.8 | -0.2 | 0.1
7 | CCC(=O)Nc1ccc2c(c1)C(=O)N(C)[C@@H]1CC[C@H](CC(=O)NCc3ccc(OC)cc3)O[C@H]1CO2 | 0.0 | 0.0 | -2.2 | -0.8 | -6.2 | 3.9 | 3.8 | -2.8
8 | C/C=C/c1ccccc1[C@H]1[C@@H](C#N)N(C(=O)NC2CCCC2)[C@H]1CO | . | 0.1 | . | . | . | 0.0 | 2.7 | -2.0
9 | Cn1c(=O)[nH]c(=O)c2[nH]c(NCCCN3CCOCC3)nc21 | 19.1 | . | 0.5 | 2.4 | -8.4 | . | . | .
10 | CC(NC(=O)C1CCCN1C(=O)c1cccs1)c1ccc(Cl)cc1Cl (centres undefined) | . | -0.2 | -14.9 | -1.0 | -2.8 | 0.9 | -1.8 | -9.8
11 | CCc1nc2c(OCc3ccc(C#N)cc3)cccn2c1N(C)C(=O)c1ccc(C)cc1 | . | -0.3 | -9.0 | -0.9 | -4.6 | -59.1 | . | 0.2
12 | CCCc1cc(=O)[nH]c(SCC(=O)NC2CCCc3ccccc32)n1 (centres undefined) | -1.1 | -1.9 | . | . | 1.0 | 11.9 | -1.9 | -4.8
13 | COc1ccc(S(=O)(=O)Nc2cccc3c2O[C@@H](CN(C)S(=O)(=O)c2ccc(F)cc2)[C@H](C)CN([C@H](C)CO)C3=O)cc1 | . | -0.7 | 2.9 | 1.7 | -7.4 | -6.8 | 1.1 | -5.1
14 | C=CCc1c(C)nc(-c2ccccc2)nc1Nc1ccccc1O | 20.1 | -0.1 | . | . | . | -7.8 | 4.0 | 3.1
15 | Cc1ccc(Cn2nnnc2CN2CCC(NC(=O)c3ccc(Br)cc3)CC2)cc1 | -3.3 | . | -5.4 | -2.1 | -8.7 | . | . | .
16 | O=C(Nc1ccccc1F)N1C[C@H]2[C@@H](c3ccccc31)[C@@H](CO)N2C(=O)C1CCCCC1 | -11.1 | -0.3 | 13.6 | -1.1 | 23.8 | -2.2 | 0.3 | -0.6
17 | O=S(=O)(c1ccc(F)c(F)c1)N1CCC2(CC1)OCCO2 | . | 0.1 | 3.4 | 3.8 | . | -13.6 | -3.2 | -1.3
18 | CC(C)(C)NC(=S)N1CCC2CC1c1c(Cl)cccc12 (centres undefined) | . | 4.5 | -0.3 | -0.4 | 2.7 | -6.3 | 1.5 | 1.4
19 | CCCCOc1ccc(Cl)cc1Nc1nc(NCCO)nc(N2CCCC2)n1 | -5.8 | 0.0 | 4.5 | 3.6 | 6.3 | -1.3 | 3.2 | -2.1
20 | CCSc1nnc(NC(=O)c2cc(-c3ccccc3O)n[nH]2)s1 | 0.0 | -3.8 | -2.3 | 3.0 | 15.4 | -3.5 | 1.0 | 0.0

Record cards (already shown).
`CCc1nc2c(OCc3ccc(C#N)cc3)cccn2c1N(C)C(=O)c1ccc(C)cc1` is listed as ARNT-TACC3 inh: .; E-selectin induc: -0.3; RAD54 branch: -9.0; PglD inh: -0.9; esBAF inh: -4.6; RAD52 anneal inh: -59.1; CASP6 VEID inh: .; ERp5 block: 0.2
`COc1ccc(S(=O)(=O)Nc2cccc3c2O[C@@H](CN(C)S(=O)(=O)c2ccc(F)cc2)[C@H](C)CN([C@H](C)CO)C3=O)cc1` is listed as ARNT-TACC3 inh: .; E-selectin induc: -0.7; RAD54 branch: 2.9; PglD inh: 1.7; esBAF inh: -7.4; RAD52 anneal inh: -6.8; CASP6 VEID inh: 1.1; ERp5 block: -5.1

The list continues:
cpd | compound | ARNT-TACC3 inh | E-selectin induc | RAD54 branch | PglD inh | esBAF inh | RAD52 anneal inh | CASP6 VEID inh | ERp5 block
21 | COC(=O)c1ccccc1NCCO | 1.1 | 2.6 | 4.7 | -4.1 | -0.1 | -8.5 | -0.4 | -0.1
22 | O=C(COC(=O)Cc1c(Cl)cccc1Cl)NCc1ccccc1 | . | -1.1 | 9.3 | -6.6 | 0.0 | -15.3 | 0.0 | 2.8
23 | COc1ccc(C2=NN3C(=O)c4c(ccc(OC)c4OC)C3C2)cc1 (centres undefined) | 9.3 | . | 7.4 | -2.4 | 8.7 | . | . | .
24 | COc1cc2cc(CCOC(=O)c3ccco3)oc(=O)c2cc1OC | -4.9 | -0.1 | -6.3 | 2.2 | 9.0 | 0.3 | -1.7 | 3.8
25 | C/C(=N\NC(=O)c1nnn(-c2nonc2N)c1-c1ccccc1)c1ccccc1O | 3.1 | . | -2.7 | -4.5 | -50.2 | -19.5 | -5.6 | 0.2
26 | COCC(=O)N1[C@H](CO)[C@H](c2ccccc2)C12CN(C(=O)NC1CCCCC1)C2 | . | -0.1 | . | . | . | -0.4 | -0.9 | -9.4
27 | Cc1ccc(CN2CC(C(=O)N(C)CC(=O)Nc3cccc(F)c3)CC2=O)cc1 (centres undefined) | -16.3 | . | -2.4 | 1.8 | -7.6 | -6.1 | 1.2 | 0.7
28 | O=C(Nc1cc(F)ccc1F)N[C@@H]1C=C[C@@H](CC(=O)N2CCc3ccccc3C2)O[C@H]1CO | 17.9 | -0.2 | -6.8 | 3.8 | 3.1 | 1.4 | -1.1 | 1.3
29 | O=C(Cc1ccc(NC(=O)C2CCN(C(=O)C3CCC3)CC2)cc1)Nc1ccc(C(=O)N2CCOCC2)cc1 | -4.8 | 0.0 | 8.6 | -8.5 | -9.8 | -4.4 | 1.7 | -5.1
30 | Cc1noc(C)c1S(=O)(=O)Nc1ccc2c(c1)C(=O)N([C@@H](C)CO)C[C@H](C)[C@H](CN(C)C(=O)NC(C)C)OCCCC[C@H](C)O2 | -3.2 | . | -0.6 | 0.0 | -6.3 | -18.7 | 3.4 | -2.1
31 | C[C@@H]1CN([C@@H](C)CO)C(=O)c2cc(NC(=O)Nc3ccccc3)ccc2O[C@@H]1CN(C)S(=O)(=O)c1cccs1 | -3.1 | 0.2 | 1.5 | 2.8 | -0.7 | -1.5 | -3.9 | -12.3
32 | COc1ccc(Oc2c(OC)cc(NCc3ccc(CN)cc3)c3ncccc23)cc1 | . | 0.3 | 5.1 | -1.8 | 4.3 | -19.3 | 20.6 | 0.6
33 | CC(=O)c1ccc(S(=O)(=O)N2CCC(NC(=O)c3ccccc3)CC2)cc1 | 1.7 | -0.1 | 15.2 | -14.1 | -2.6 | -9.5 | 2.3 | -1.1
34 | CCC(C(=O)NCc1ccccc1)n1c(-c2cccs2)nc2ccccc21 (centres undefined) | . | 0.0 | . | . | . | -12.5 | 6.4 | -1.6
35 | COc1ccc2nc(SCC(=O)Nc3ccc(S(=O)(=O)N4CCCC4)cc3)c(C#N)cc2c1 | -7.3 | . | 1.4 | -5.3 | -6.6 | . | . | .
36 | O=C(O)c1cc(N/N=C/C=C/c2ccccc2[N+](=O)[O-])ccc1Cl | 14.3 | . | -4.1 | 0.0 | 35.2 | -17.9 | 10.9 | 1.5
37 | COc1ccc(NC(=O)Cn2nnc(C(=O)NCc3cccs3)c2N)c(OC)c1 | . | . | 3.4 | -1.9 | 9.7 | -9.6 | 1.5 | -6.8
38 | CN(c1ccccc1)S(=O)(=O)c1cccc(C(=O)OCC(=O)NCc2ccc3c(c2)OCO3)c1 | -6.2 | -0.1 | . | . | . | 1.0 | -0.9 | 3.0
39 | COc1ccccc1NC(=S)NC(=O)/C=C/c1cccs1 | 2.5 | . | . | . | . | -45.4 | -1.0 | -2.7
40 | C/C(Cn1cnc([N+](=O)[O-])n1)=N\NC(=O)c1ccc(F)cc1 | 0.4 | . | -3.7 | 2.8 | -0.9 | . | . | .
41 | CC(=O)Nc1ccc(S(=O)(=O)NCC2CCN(C(=O)C(=O)c3cccs3)CC2)cc1 | . | -0.2 | . | . | . | 0.4 | -0.4 | 0.8
42 | CSCCC(NC(=O)c1ccccc1Br)C(=O)N1CCC(C)CC1 (centres undefined) | -6.6 | . | -1.6 | 1.0 | 0.3 | -4.5 | 0.5 | 1.4
43 | Cc1cccc(C)c1NC(=O)CN(C)C(=O)C1CCN(c2ncnc3sc(C)c(C)c23)CC1 | 18.8 | 1.9 | -2.0 | -4.8 | -3.3 | 0.2 | -3.1 | 1.9
44 | COc1ccc(Cl)cc1NC(=O)CN1C(=O)CCS(=O)(=O)c2ccccc21 | -0.7 | . | -3.3 | -0.6 | -11.1 | . | . | .
45 | CC[C@]1(C(=O)OC)[C@H]2C(=O)N(Cc3ccccc3)C(=O)[C@H]2[C@H]2CN=C(SCc3ccc(C)cc3)N21 | -6.1 | . | -0.7 | -2.3 | -5.1 | -8.1 | -6.3 | 8.1
46 | CC1C=NC(S(=O)(=O)N2CC[C@@H]3[C@H]2c2cc(-c4cccc(F)c4)ccc2N(C)[C@H]3CO)=N1 (some centres undefined) | 4.2 | 0.3 | 0.1 | 1.6 | -0.7 | 1.3 | -4.3 | -3.3
47 | CN1CCN(C(=O)C2=C[C@H](c3ccc(Br)cc3)C[C@H](OCCCCO)O2)CC1 | -18.1 | 0.0 | -10.4 | -2.7 | -0.2 | -14.0&-2.5 | 0.5&3.2 | 4.3&-8.5
48 | OC[C@@H]1[C@@H](c2ccc(C#CC3(O)CCCC3)cc2)[C@H]2CN(Cc3ccccc3F)CCCCN12 | 4.1 | -0.4 | 0.3 | 4.4 | . | 2.6 | 0.2 | 8.4
49 | CN(C)CC(=O)N1[C@@H]2Cn3c(ccc(-c4cccnc4)c3=O)[C@H]1[C@@H](C(=O)NC1CCC1)[C@@H]2CO | . | 0.3 | 15.0 | -0.2 | -3.8 | 12.9 | -0.8 | 0.6
50 | COc1cccc(C(=O)Nc2ccc3c(c2)C(=O)N(C)C[C@@H](OC)[C@H](C)CN(C(=O)C2CCOCC2)[C@H](C)CO3)c1 | -6.1 | 0.1 | -4.6 | -2.4 | -2.6 | 0.0 | 2.2 | -7.3
51 | COCC(=O)Nc1ccc2c(c1)C(=O)N(C)[C@@H]1CC[C@@H](CC(=O)N3CCc4ccccc4C3)O[C@@H]1CO2 | 5.3 | 0.3 | -4.5 | -2.0 | -2.4 | 12.8 | 0.5 | 0.7
52 | CCc1nc2ccccc2c(C(=O)OCC(=O)Nc2ccc(S(=O)(=O)N3CCOCC3)cc2)c1C | 1.3 | . | 7.0 | 4.7 | 2.2 | . | . | .
53 | CCOc1ccc(N(CC(=O)NC2CCCCCC2)S(=O)(=O)c2ccccc2)cc1 | -3.1 | . | -4.7 | -1.1 | -4.4 | -15.9 | -5.0 | 5.0
54 | Cc1ccc(S(=O)(=O)N[C@@H]2CC[C@@H](CC(=O)N3CCN(c4ccccc4)CC3)O[C@@H]2CO)cc1 | . | -2.0 | 1.8 | -0.1 | 9.7 | 0.4 | -2.4 | 1.1
55 | CCSc1ccc([C@@H]2[C@@H]3C(=O)N(C)C(=O)[C@@H]3[C@]3(C(=O)OC)CCCCN23)cc1 | 4.0 | 1.1 | -8.5 | 5.0 | -5.5 | -9.0 | 0.3 | 1.8
56 | O=C1CC(=O)CC(c2ccco2)C1 | -0.1 | . | 0.5 | -1.6 | 7.6 | . | . | .
